Tau FP inhib: qHTS for Inhibitors of Tau Fibril Formation, Fluorescence Polarization; K18 P301L tau heparin fibrillization, Alexa594 FP, 6 h; Potency, µM (doses to about 57.7 µM), for inactives: top-dose activity, negative = inhibition, usual class: inhibitors; AID 1468, 2008; 280,000 tested, 0.39% active; Microtubule-associated protein tau (Homo sapiens), P10636; also: nearly all actives have a fitted effect of over 55% in size
Target sequence (P10636 561-689 P618L limits assumed): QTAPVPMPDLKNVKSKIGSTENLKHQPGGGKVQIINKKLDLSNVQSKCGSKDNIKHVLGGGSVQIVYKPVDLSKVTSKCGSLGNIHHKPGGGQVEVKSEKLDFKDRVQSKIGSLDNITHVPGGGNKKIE
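Human tau K18 […] P301L fragment, 15 uM unlabeled plus 0.24 uM Alexa 594-labeled tau (final), with compound and 20 uM heparin in 100 mM sodium acetate pH 7; 6 hr at 37 C, then Alexa 594 FP read.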
Tau fluor counter: Counterscreen qHTS for Inhibitors of Tau Fibril Formation, Fluorescence Polarization; tau K18 P301L Alexa594 fluorescence, heparin fibrillization; Potency, µM (top dose mostly 57.7 µM), inactives show at the highest dose activity change, negative = decrease; 280,000 tested, 0.93% active; also: nearly all actives have a fitted effect of over 55% in size
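Human K18 P301L tau (15 uM unlabeled plus 0.24 uM Alexa 594-labeled, final) in 100 mM sodium acetate pH 7 was mixed with compound and 20 uM heparin and incubated 6 hr at 37 C.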
TRb SRC2 PPI: qHTS for Inhibitors of the Interaction of Thyroid Hormone Receptor and Steroid Receptor Coregulator 2; Thyroid hormone receptor beta (Homo sapiens), P10828; 280,000 tested, 0.065% active; TRbeta-SRC2 peptide binding, fluorescence polarization; receptor liganded with 1 µM T3; Potency, µM (top dose mostly 106 µM), without a hit: at the highest dose activity change, negative = inhibition, actives largely listed as inhibitors;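 also: plate controls were bound peptide for no effect and peptide without receptor for full effect; nearly all actives have a fitted effect of over 50% in size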
Target sequence (P10828 whole entry, looked up): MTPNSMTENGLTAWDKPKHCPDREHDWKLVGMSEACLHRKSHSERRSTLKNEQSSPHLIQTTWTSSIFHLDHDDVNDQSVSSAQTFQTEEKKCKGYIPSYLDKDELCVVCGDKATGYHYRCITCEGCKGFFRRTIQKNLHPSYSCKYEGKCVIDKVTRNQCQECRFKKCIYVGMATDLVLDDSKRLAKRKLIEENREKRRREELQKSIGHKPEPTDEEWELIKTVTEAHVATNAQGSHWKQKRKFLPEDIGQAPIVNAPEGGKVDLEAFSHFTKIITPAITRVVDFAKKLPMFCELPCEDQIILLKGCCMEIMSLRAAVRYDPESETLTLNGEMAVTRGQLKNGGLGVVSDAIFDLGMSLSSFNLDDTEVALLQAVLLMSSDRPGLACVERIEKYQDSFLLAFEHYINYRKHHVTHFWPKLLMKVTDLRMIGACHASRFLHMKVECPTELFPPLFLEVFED
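Fluorescence polarization of 20 nM Texas Red SRC2 peptide (20-aa NR interaction domain) bound to 0.6 uM human TRb ligand-binding domain, with 1 uM T3, after 5 hr at ambient temperature; inhibition seen as decreased polarization.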
GLA spleen mod: qHTS Assay for Inhibitors and Activators of Human alpha-Galactosidase From Spleen Homogenate; Alpha-galactosidase A (Homo sapiens), P06280; human spleen homogenate, 4MU-alpha-Gal fluorescence, 40 min; Potency, µM (titrated, usually from 80 µM), without a hit: at the top dose activity change, negative = inhibition, hits mostly inhibitors; 240,000 tested, 0.008% active; AID 2107, 2009;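 also: 0% = enzyme with vehicle and -100% = no enzyme basal signal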
Target sequence (P06280 32-429 limits assumed): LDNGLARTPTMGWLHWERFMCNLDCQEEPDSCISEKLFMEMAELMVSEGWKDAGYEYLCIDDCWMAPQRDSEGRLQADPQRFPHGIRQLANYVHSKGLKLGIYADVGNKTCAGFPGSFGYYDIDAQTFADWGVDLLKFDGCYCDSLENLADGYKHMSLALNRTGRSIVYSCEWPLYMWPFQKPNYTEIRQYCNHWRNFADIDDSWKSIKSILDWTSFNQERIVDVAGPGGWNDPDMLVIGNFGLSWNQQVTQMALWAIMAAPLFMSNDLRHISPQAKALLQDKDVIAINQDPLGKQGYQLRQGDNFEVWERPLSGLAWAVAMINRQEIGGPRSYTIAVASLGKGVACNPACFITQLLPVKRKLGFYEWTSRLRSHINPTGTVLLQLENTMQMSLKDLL
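Human spleen homogenate (1 ug) was the enzyme source, with 4-methylumbelliferyl-alpha-D-galactopyranoside (1 mM final) in pH 5.0 citrate buffer with 0.01% Tween-20. Compounds were titrated; after 40 min at 37C, NaOH/glycine stop, 4-MU fluorescence read; AC50 from Hill fits.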
Tau ThT inhib: qHTS for Inhibitors of Tau Fibril Formation, Thioflavin T Binding; 270,000 tested, 2.1% active; recombinant tau K18 P301L, heparin-induced fibrillization, ThT fluorescence; Potency, µM (top dose mostly 57.4 µM), inactives show at the highest dose activity, negative = inhibition, most hits filed as inhibitors; Microtubule-associated protein tau (Homo sapiens), P10636; also: nearly all actives have a fitted effect of over 55% in size
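Using a mix of unlabeled (15 uM) and Alexa 594-labeled (0.24 uM) tau K18 P301L, heparin-triggered fibrillization over 6 hr at 37 C was scored by ThT fluorescence.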
TexasRed fluor: Total Fluorescence Counterscreen for Inhibitors of the Interaction of Thyroid Hormone Receptor and Steroid Receptor Coregulator 2 | TRb/SRC2 Texas Red total fluorescence interference | Potency, µM (doses to about 106 µM), without a hit: top-dose fluorescence change, negative = quenching | 280,000 tested, 0.29% active; active = well fitted curve in either direction with a large enough effect; inconclusive = small, poorly fitted or top-dose-only effect
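Human TRb ligand-binding domain at 0.6 uM with 20 nM Texas Red SRC2 peptide in Tris buffer containing 1 uM T3 and 5% DMSO, incubated with compound 5 h at ambient temperature. Total fluorescence (555/632 nm) calculated as parallel + 2 × perpendicular.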
ALDH1A1 inh: qHTS Assay for Inhibitors of Aldehyde Dehydrogenase 1 (ALDH1A1); Aldehyde dehydrogenase 1A1 (Homo sapiens), P00352; Purified ALDH1A1, NADH fluorescence, propionaldehyde substrate; Potency, µM (doses to about 75.3 µM), for the others: at the highest dose activity, negative = inhibition, most hits filed as inhibitors; 220,000 tested, 7.3% active; AID 1030, 2008; active = well fitted inhibition curve with a large enough effect, not every such curve was filed as active; inconclusive = small, poorly fitted or top-dose-only effect, or another doubt; inactive = no such curve, though single readings can be large or run the other way;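 also: plate controls were no enzyme wells and a reference inhibitor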
L3MBTL1 inh: qHTS Assay for the Inhibitors of L3MBTL1 | Lethal(3)malignant brain tumor-like protein 1 (Homo sapiens), Q9Y468 | AlphaScreen L3MBTL1–H3K9me1 peptide binding | Potency, µM (top dose mostly 57.1 µM), inactives show at the highest dose activity, negative = inhibition, hits mostly inhibitors | 230,000 tested, 0.66% active; also: nearly all actives have a fitted effect of over 60% in size
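AlphaScreen proximity signal between nickel-chelate acceptor and streptavidin donor beads (final 10 ug/mL) reports binding of 50 nM L3MBTL1 to 75 nM biotin-H3 K9me1 peptide; complex incubated with compounds 30 min at room temperature; cefsulodin titration as control.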
Active calls of the source: *; u = inconclusive; x = not tested or not shown; [ ] = another dose, or the depositor's remark. Unless noted, calls follow the shape of the dose curve; as a rule, active = well fitted curve in the direction sought with a large enough effect; inconclusive = small, poorly fitted or top-dose-only effect, or another doubt; inactive = no such curve, though single readings can be large; an effect the other way counts as inactive or inconclusive. Unless noted, % is scaled to controls: 0 for no effect and ±100 for the full control effect; potency is read from the fitted curve at half-maximal effect.

Below each compound – Tau FP inhib	Tau fluor counter	TRb SRC2 PPI	GLA spleen mod	Tau ThT inhib	TexasRed fluor	ALDH1A1 inh	L3MBTL1 inh
(1) Cc1c(C)[n+](=O)c(-c2cccs2)c(C)n1[O-]
    6%	2%	3%	4%	3%	-1%	-3%	6%
(2) c1ccc(Cc2cc[n+](Cc3ccccn3)cc2)cc1
    4%	-4%	-3%	4%	-8%	-1%	6%	8%
(3) O=C(CN1C(=O)C(c2ccc(F)cc2)=NC12CCCCCC2)Nc1ccccc1Cl
    -2%	-18%	6%	x	-4%	-1%	x	x
(4) COc1ccccc1C(=O)Nc1nnc(S(=O)(=O)N2CCCCCC2)s1
    -5%	-27%	-7%	x	u	u	x	-3%
(5) CCN1CCN(c2nc3c(c(=O)[nH]c(=O)n3C)n2CCSc2nc3ccccc3s2)CC1
    -8%	-4%	8%	-7%	-3%	1%	7%	-3%
(6) Cc1ccc(C(=O)NCC2(c3ccccc3)CCCC2)cc1
    5%	-5%	-1%	2%	-9%	0%	0%	6%
(7) COc1cc(Cl)c(C)cc1NC(=O)c1cnc(N2CCOCC2)c2ccccc12
    2%	-17%	1%	x	-18%	-12%	x	x
(8) Cc1ccc2ncc(C(=O)NC(C)c3ccccc3)c(=O)n2c1 (stereo unspecified)
    6%	-5%	-6%	x	7%	-4%	x	x
(9) Cc1nc(Oc2cccc(Cl)c2)c2oc3ccccc3c2n1
    5%	-15%	-5%	5%	u	-1%	4%	x
(10) CCOC(=O)N1CCN(C(=O)CSc2nnc(COc3ccccc3)o2)CC1
    7%	-6%	-1%	-4%	u	0%	-9%	6%

An excerpt of these results, with one line to a screen.
(7) COc1cc(Cl)c(C)cc1NC(=O)c1cnc(N2CCOCC2)c2ccccc12
(4) COc1ccccc1C(=O)Nc1nnc(S(=O)(=O)N2CCCCCC2)s1
(8) Cc1ccc2ncc(C(=O)NC(C)c3ccccc3)c(=O)n2c1 (stereo unspecified)
(5) CCN1CCN(c2nc3c(c(=O)[nH]c(=O)n3C)n2CCSc2nc3ccccc3s2)CC1
(3) O=C(CN1C(=O)C(c2ccc(F)cc2)=NC12CCCCCC2)Nc1ccccc1Cl
(9) Cc1nc(Oc2cccc(Cl)c2)c2oc3ccccc3c2n1
(2) c1ccc(Cc2cc[n+](Cc3ccccn3)cc2)cc1
Assay by compound,7,4,8,5,3,9,2
Tau FP inhib,2%,-5%,6%,-8%,-2%,5%,4%
Tau fluor counter,-17%,-27%,-5%,-4%,-18%,-15%,-4%
TRb SRC2 PPI,1%,-7%,-6%,8%,6%,-5%,-3%
GLA spleen mod,x,x,x,-7%,x,5%,4%
Tau ThT inhib,-18%,u,7%,-3%,-4%,u,-8%
TexasRed fluor,-12%,u,-4%,1%,-1%,-1%,-1%
ALDH1A1 inh,x,x,x,7%,x,4%,6%
L3MBTL1 inh,x,-3%,x,-3%,x,x,8%

(continued)
Below each compound – Tau FP inhib	Tau fluor counter	TRb SRC2 PPI	GLA spleen mod	Tau ThT inhib	TexasRed fluor	ALDH1A1 inh	L3MBTL1 inh
(11) COc1ccc(C2CC(c3ccccc3)=NN2C(=O)CSc2ncccn2)cc1 (stereo unspecified)
    12%	4%	5%	-2%	1%	-1%	-7%	-16%
(12) Clc1ccc(CSc2nnc(-c3ccncc3)s2)cc1
    0%	-3%	-2%	1%	-1%	-7%	13%	1%
(13) CC(C)NCC(=O)Nc1c2c(nc3ccccc13)CCC2
    -7%	-13%	-3%	3%	-9%	1%	x	0%
(14) COc1ccc(C(=O)Nc2cc(C(F)(F)F)ccc2-n2cnc3ccccc32)cc1
    1%	-16%	-1%	4%	-4%	1%	u	1%
(15) CN(C)CCN(Cc1cc2cc3c(cc2[nH]c1=O)OCO3)C(=S)NCC1CCCO1 (stereo unspecified)
    -6%	-14%	0%	-5%	-16%	-7%	u	-4%
(16) Cc1ccc(SCCC(=O)Nc2ccccc2Br)cc1
    -12%	-16%	9%	-6%	-13%	-4%	0%	33%[activator]
(17) COc1ccc(C(=O)Nc2ccc3c(c2)CCCN3C(=O)c2cccs2)c(OC)c1
    11%	-19%	6%	x	u	-3%	x	x
(18) COc1ccc(S(=O)(=O)N2CCN(C(=O)c3c(C)nn(-c4ccccc4)c3Cl)CC2)cc1
    11%	-11%	-2%	-4%	-10%	-2%	32µM*	x
(19) CC(C)c1ccc(NC(=O)CSC(C)c2nc3ccccc3c(=O)[nH]2)cc1 (stereo unspecified)
    6%	2%	6%	23%	-3%	-1%	x	x
(20) CCOc1ccc(C(C)NC(=O)C2CCC2)cc1 (stereo unspecified)
    -5%	-10%	2%	12%	-1%	-1%	-1%	-12%

Screen by screen, as entered above.
ALDH1A1 inh, nos. 5–11 → 7%, 0%, x, x, 4%, -9%, -7%
L3MBTL1 inh, nos. 5–11 → -3%, 6%, x, x, x, 6%, -16%

Continuation.
Below each compound – Tau FP inhib	Tau fluor counter	TRb SRC2 PPI	GLA spleen mod	Tau ThT inhib	TexasRed fluor	ALDH1A1 inh	L3MBTL1 inh
(21) Cc1cc(=O)[nH]c(Nc2c(C)n(C)n(-c3ccccc3)c2=O)n1
    5%	11%	7%	-6%	10%	-4%	11%	-2%[11.4 µM]
(22) CCOC(=O)C1CCN(S(=O)(=O)c2ccc3c4c(cccc24)C(=O)N3)CC1
    -6%	-8%	1%	4%	-1%	0%	u	3%
(23) Cc1cc(C)cc(NC(=O)Nc2cccs2)c1
    -4%	u	2%	x	u	2%	x	x
(24) O=C1c2ccccc2C(=O)N1CCSc1nc2ccccc2c(=O)n1CCCN1CCOCC1
    2%	-7%	1%	-4%	-1%	4%	u	x
(25) O=C(C1CCN(S(=O)(=O)c2cccnc2)CC1)N1CCN(c2ccc(Cl)cc2)CC1
    3%	-5%	4%	6%	-9%	-2%	x	3%
(26) CCC(OC(=O)c1cccs1)C(=O)NCc1ccco1 (stereo unspecified)
    -9%	-3%	-5%	2%	-22%	0%	22µM*	-4%
(27) CCCC(C)NC(=O)c1nc(-c2ccccc2)n(-c2ccccc2)n1 (stereo unspecified)
    -3%	-10%	-1%	7%	-10%	-1%	-7%	x
(28) CC(C)NC(=O)c1ccccc1NC(=O)Cc1ccc(Cl)cc1
    -5%	-8%	2%	-2%	-1%	0%	29%	4%
(29) O=C(Nc1ccccc1)c1ccccc1C(=O)N1CCCCC1
    -6%	-7%	-6%	-4%	-8%	-7%	5%	x
(30) O=C(CN1C(=O)c2ccccc2C1=O)OCCOCCN=C1NS(=O)(=O)c2ccccc21
    -7%	-11%	3%	3%	-9%	-1%	-2%	-2%

Below each compound – Tau FP inhib	Tau fluor counter	TRb SRC2 PPI	GLA spleen mod	Tau ThT inhib	TexasRed fluor	ALDH1A1 inh	L3MBTL1 inh
(31) Cc1nc2c(-c3ccccc3)c(C)[nH]n2c(=O)c1Cc1ccccc1
    -5%	-2%	6%	2%	-11%	0%	-5%	3%
(32) CS(=O)(=O)N1CCN(c2ccccc2NC(=S)NC(=O)c2ccccc2[N+](=O)[O-])CC1
    10%	u	1%	-2%	-14%	2%	0.71µM*	-5%[11.4 µM]
(33) COc1ccc(CNC(=O)CCc2c(C)c3cc4c(C)coc4c(C)c3oc2=O)cc1OC
    -5%	-6%	-9%	x	2%	0%	x	x
(34) CC(C)=CCCC(C)CN1CCC(N2CCC(C(=O)N3CCOCC3)CC2)CC1 (stereo unspecified)
    2%	-4%	2%	-1%	-10%	0%	7%	-8%
(35) O=C(c1nsc(Cl)c1Cl)N1CCCCC1
    3%	-5%	7%	0%	-9%	3%	0%	-6%
(36) COc1ccc(N2C(=O)CCC(C(=O)O)C2c2ccccc2OC)cc1 (stereo unspecified)
    5%	22%	1%	-4%	x	-1%	x	x
(37) CCc1ccc(OCCCC(=O)Nc2ccc(N3CCOCC3)cc2)cc1
    6%	2%	-6%	-20%	u	-7%	0%	55%[activator]
(38) CCOC(=O)C1CCN(C(C(=O)NC2CCCC2)c2ccc(C)cc2)CC1 (stereo unspecified)
    -12%	-2%	-3%	-6%	7%	-5%	3%	35%
(39) N#Cc1c(Cl)cccc1N1CCC(C(N)=O)CC1
    11%	12%	1%	8%	11%	-1%	x	-4%
(40) COc1ccccc1/C=N\Nc1ccccc1[N+](=O)[O-]
    1%	-30%	-1%	2%	u	-2%	x	-27%

Below each compound – Tau FP inhib	Tau fluor counter	TRb SRC2 PPI	GLA spleen mod	Tau ThT inhib	TexasRed fluor	ALDH1A1 inh	L3MBTL1 inh
(41) Cc1oc(-c2ccccc2)nc1CC(=O)O
    3%	2%	-19%	1%	-3%	-1%	-3%	x
(42) O=C(O)c1ccc(-c2ccccc2)[nH]c1=O
    0%	-16%	-9%	9%	x	-1%	x	x
(43) COC(=O)CCC(=O)Nc1ccc(S(=O)(=O)N2CCCCCC2)cc1
    -5%	-14%	0%	3%	-9%	-3%	u	5%
(44) O=C1CCC(=O)N1c1ccc(-c2nc3sc4c(c3c(=O)o2)CCC4)cc1
    -7%	-16%	-1%	-16%	u	-1%	x	-1%
(45) O=S(=O)(Cc1ccccc1Cl)CC(O)COc1ccccc1Cl (stereo unspecified)
    5%	-15%	3%	1%	-19%	0%	-4%	x
(46) COC(=O)c1c(C)nc(C)c(C(=O)OC)c1-c1cccs1
    -2%	-15%	3%	-3%	-10%	-5%	7%	10%
(47) CCCN(CCC)CCNC(=O)c1cc2c(=O)n(CC)c3ccccc3c2s1
    -4%	-3%	3%	4%	-3%	-2%	x	10%
(48) Cc1ccc(C(=O)O/N=C/C2=C(Cl)c3ccccc3CC2)cc1
    -2%	-11%	-1%	-5%	u	-1%	-4%	x
(49) CC(C)NC(=O)c1ccc2c(c1)N(Cc1cccc(Cl)c1)C(=O)c1ccccc1S2=O (stereo unspecified)
    -2%	-3%	-4%	x	4%	0%	x	x
